# Assay outcomes as filed in PubChem BioAssay.
# PKA-R2B activ: activators of PKA-R2B holoenzyme, primary screen, biochemical, fluorescence polarization, Cy5-IP20, human; activation, % at 11.4 µM; PKA-R2B holoenzyme dissociation; R2B truncated from residue 108, S112A mutant; 0% DMSO only, 100% 113 µM cGMP; cAMP-dependent protein kinase catalytic subunit beta (Homo sapiens) + cAMP-dependent …; actives 0.079% (n = 340,000); AID 504700, 2011;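 active means activation above a cutoff set at the mean over all compounds plus 3 SD, cut at about 18% in these data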;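 further: higher means more holoenzyme dissociation and a rise in polarization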
# Target sequence (P31323 whole entry, looked up, other chains not shown, the tested form may be a part): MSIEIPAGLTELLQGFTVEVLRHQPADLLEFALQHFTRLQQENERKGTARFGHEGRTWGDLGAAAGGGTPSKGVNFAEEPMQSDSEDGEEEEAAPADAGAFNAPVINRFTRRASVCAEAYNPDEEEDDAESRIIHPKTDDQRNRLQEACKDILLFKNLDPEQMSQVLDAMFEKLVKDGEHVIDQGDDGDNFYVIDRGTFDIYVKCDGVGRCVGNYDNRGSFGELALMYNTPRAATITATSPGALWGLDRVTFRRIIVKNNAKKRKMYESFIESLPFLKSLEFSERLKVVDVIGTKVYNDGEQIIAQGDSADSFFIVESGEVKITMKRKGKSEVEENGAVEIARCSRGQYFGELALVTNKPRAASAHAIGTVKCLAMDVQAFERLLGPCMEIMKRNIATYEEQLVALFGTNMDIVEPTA
# CAL PDZ FP-1: untagged CAL PDZ binding inhibitors, primary screen, biochemical, fluorescence polarization, HTS; inhibition, % at 24.9 µM; Golgi-associated PDZ and coiled-coil motif-containing protein (Homo sapiens), Q9HD26; actives 0.92% (n = 300,000); purified CAL PDZ, TMR-peptide fluorescence polarization, 1 h; AID 602252, 2012;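 active means mean inhibition of at least 30% with at least half of replicates also reaching 30%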;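 further: 0% = DMSO neutral control and 100% = excess unlabeled competitor peptide PRC23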
# DAGLB inh: DAGLB lipase inhibitors, primary screen, biochemical, fluorescence, HTS | actives 0.059% (n = 340,000) | AID 504411, 2011 | inhibition, % at 5.17 µM | HEK293T DAGLB membrane lysate, EnzChek fluorogenic substrate; in the data active means inhibition above about 34%;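 further: 0% = enzyme with vehicle and 100% = wells lacking enzyme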
# LANA DNA inh: inhibitors of KSHV C-LANA binding to DNA, primary screen, biochemical, fluorescence polarization, FAM-LBS DNA, MBP-C-LANA, single point; Kaposi's sarcoma herpesvirus LANA C-terminal domain (residues 932-1162) DNA binding; inhibition, % at 9 µM; actives 0.078% (n = 340,000);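 active means highest replicate inhibition at or above 60% at 9 µM, even if other replicates fall short; inactive means all replicates below 60% inhibition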;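 further: 0% = neutral control wells and 100% = 4 µM acridine orange control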
# Cardiac RTF inh: cardiac RTF calcium sensitivity inhibitors, primary screen, biochemical, IANBD-TnC fluorescence, EC70 calcium; Troponin I, cardiac muscle (Homo sapiens) + Troponin T, cardiac muscle (Homo sapiens) + …; IANBD-labeled cardiac RTF, Ca2+ fluorescence; inhibition, % at 7.15 µM; actives 0.12% (n = 340,000);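 active means inhibition above the mean inhibition of all tested compounds plus 3 SD, cut at about 17% in these data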;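 further: assay run at fixed EC70 calcium of 1.6 mM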
# Keap1 Nrf2 FP: Keap1-Nrf2 protein-protein interaction inhibitors, primary screen, biochemical, fluorescence polarization, single point | Kelch-like ECH-associated protein 1 (Homo sapiens), Q14145 | Keap1 Kelch-Nrf2 peptide fluorescence polarization, 1536-well | inhibition, % at 9.4 µM | actives 0.15% (n = 340,000) | AID 504523, 2011; in the data active means inhibition above about 12%;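 further: human Keap1 Kelch domain with fluorescein labeled Nrf2 9mer peptide probe; 0% = neutral control wells and 100% = peptide positive control; higher means more block of Keap1 binding to Nrf2 peptide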
# Rtt109 Vps75: inhibitors of C. albicans Rtt109/Vps75 HAT, primary screen, biochemical, ThioGlo CoA-SH fluorescence, plate reader | actives 0.16% (n = 330,000) | AID 540336, 2011 | purified Rtt109/Vps75, 4 h | inhibition, % at 34.9 µM;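 active means inhibition of at least 50% in every replicate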
# Target sequence (Q5AAJ8 whole entry, looked up): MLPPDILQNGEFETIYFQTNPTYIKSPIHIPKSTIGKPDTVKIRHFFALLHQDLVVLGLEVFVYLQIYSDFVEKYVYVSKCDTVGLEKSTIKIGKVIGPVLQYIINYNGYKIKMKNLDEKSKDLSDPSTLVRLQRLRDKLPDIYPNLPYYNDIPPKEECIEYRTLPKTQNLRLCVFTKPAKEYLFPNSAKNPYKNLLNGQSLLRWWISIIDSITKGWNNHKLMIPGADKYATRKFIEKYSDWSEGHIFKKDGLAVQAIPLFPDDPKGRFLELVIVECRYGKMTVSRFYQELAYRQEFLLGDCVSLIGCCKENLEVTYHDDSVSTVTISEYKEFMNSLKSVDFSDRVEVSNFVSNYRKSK
# CAL PDZ FP-2: CAL PDZ peptide-binding inhibitors, primary screen, biochemical, fluorescence polarization, Cer-tagged CAL PDZ, HTS; Golgi-associated PDZ and coiled-coil motif-containing protein (Homo sapiens), Q9HD26; purified CAL PDZ, TMR-peptide fluorescence polarization, 1 h; AID 504414, 2011; actives 0.02% (n = 330,000); inhibition, % at 20 µM;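 active means highest replicate inhibition of at least 40%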;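 further: plate controls were DMSO neutral control wells for no effect and unlabeled competitor peptide control wells for full effect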
#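 Control set: unlabelled peptide and DMSO controls / Material: purified CerCALP PDZ construct / Timing: 1 h incubation at room temperature before polarization reading / Doses: 20 µM, one dose / Detection: fluorescence polarization (mP)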
# cardiac RTF act: cardiac RTF calcium sensitivity activators, primary screen, biochemical, IANBD-TnC fluorescence, EC20 calcium. activation, % at 7.2 µM. AID 493008, 2010. IANBD-labeled TnC RTF fluorescence at EC20 calcium; 0% EC20 calcium, 100% full calcium. actives 0.24% (n = 340,000);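 active means activation above the mean over all tested compounds plus 3 SD, cut at about 30% in these data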;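 further: rise in fluorescence read as greater calcium sensitivity of cardiac thin filaments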
# SR-BI uptake up: activators of SR-BI mediated DiI-HDL uptake, primary screen, ldlA[mSR-BI] CHO cells, DiI fluorescence | 3 h; 100 = double the neutral-control signal | activation, % at 12.5 µM | actives 0.096% (n = 320,000);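 active means mean replicate activation of at least 60% and every replicate at or above 60%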;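 further: 0% = median plate neutral-control signal and 100% = twice that signal; values of inactives mirror those of a sister screen read the other way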
#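 System: LDL receptor-deficient CHO ldlA cells overexpressing murine SR-BI | Timing: 3 h uptake period with compound, 37 °C | Medium: HEPES-buffered (25 mM, pH 7.4) F12 plus 0.5% BSA | Dosing: Single-point compound dose | Signal: Bottom-read fluorescence, 550/595 nm | Read-out: Retained DiI signal reflecting DiI-HDL uptake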
# * marks the source's active call; other numbers are inactive results; . = no result given.
SMILES,PKA-R2B activ,CAL PDZ FP-1,DAGLB inh,LANA DNA inh,Cardiac RTF inh,Keap1 Nrf2 FP,Rtt109 Vps75,CAL PDZ FP-2,cardiac RTF act,SR-BI uptake up
O=C(Nc1ccc(N2C(=O)C3C4C=CC(C4)C3C2=O)cc1)Nc1cccnc1 (centres undefined),0,-25,-3,-0.1,2,0,2,.,-2,19
COc1ccc(S(=O)(=O)N2CCN(c3cnccn3)CC2)cc1OC,6,26,-2,-2.8,-9,-1,-1,0.7,-4,7
CC1Sc2ccc(S(=O)(=O)CCC(=O)N3CCN(c4ccccc4)CC3)cc2NC1=O (centres undefined),5,4,6,-0.5,-6,0,3,-0.6,-1,8
Cc1cccc(NC(=O)CSc2nnc(CSc3nc(C)cc(C)n3)n2Cc2ccco2)c1,-8,4,2,0.9,-9,-10,7,-0.8,20,-49
S=C(NCCN1CCOCC1)N/N=C/c1c2ccccc2cc2ccccc12,-13,3,-1,14,2,9,0,-0.1,4,-23
Cc1c(C(c2cccc(O)c2)c2c(C)n(C)n(-c3ccccc3)c2=O)c(=O)n(-c2ccccc2)n1C,-7,0,3,-1.9,-3,-4,3,0.9,-1,9
COc1ccccc1C1CCN(Cc2ccc(C)cc2)CC1,5,-8,-1,-0.1,-4,2,-1,.,-4,13
C=CC(C)(C)c1cc2cc3ccoc3cc2oc1=O,-9,0,-8,1.8,5,-4,4,-0.3,-4,4
COc1ccc(S(=O)(=O)N2CCCOC2CNC(=O)C(=O)NCc2ccccn2)cc1 (centres undefined),-13,-2,1,-0.8,-7,-6,-3,-0.3,2,18
CCOC(=O)c1c(C)n(C)c2ccc(O)c(CN(C)C)c12,-7,-1,4,-2.7,-5,-5,2,-1.1,-4,0
Cc1ccc(NS(=O)(=O)c2ccc(C(=O)NCc3ccccn3)cc2)cc1,-16,-4,0,2.8,2,1,-1,-2.7,0,-12
c1ccc(Oc2cccc(OCCn3cncn3)c2)cc1,-18,0,-2,1.0,0,-1,3,-2.0,-4,21
CCCCNC(=O)CSc1nc2ccccc2n1S(=O)(=O)c1ccc(Br)cc1,-12,-2,1,1.3,-1,1,-1,-0.4,3,17
O=C(c1c[nH]c(=O)n(-c2ccccc2)c1=O)N1CCc2ccccc21,7,-3,2,-1.5,10,-4,-2,.,8,22
COc1cc(NC(=O)c2cccc(C)c2)c(Cl)cc1[N+](=O)[O-],-4,0,-4,0.4,-4,-3,3,-2.2,5,-63
COc1ccccc1CNCc1cc(OC)c(OC)c(OC)c1,-7,-3,-2,2.0,-6,-1,1,-0.2,5,16
O=C(NCCCN1CCCCC1)c1ccc(CS(=O)c2ccc(Cl)cc2)o1 (centres undefined),-10,8,-2,0.3,-10,-3,29,0.3,-3,11
NC(=S)Cc1nc(-c2ccc(Cl)cc2)cs1,13,-1,0,3.0,-5,1,-6,-1.0,-1,-24
N/C(=N\OC(=O)CCCc1ccccc1)c1ccccc1,2,2,-19,-0.3,-4,-1,-2,-0.8,-1,5
CN(CC(=O)Nc1ccccc1C(F)(F)F)C(=O)C1CC1,-1,-2,-2,2.2,-4,2,-2,0.3,-1,15
COc1ccc(NC(=O)COC(=O)C2CC2)c(OC)c1,-4,-2,-1,-1.6,-10,-1,2,0.5,1,7
COCCCn1cnc2c(c1=O)c1nc3ccccc3nc1n2-c1ccc(C)cc1,-1,-5,-4,-2.4,-5,-4,-19,-0.4,-2,-12
Cc1ccccc1OCC(=O)Nc1ccc(S(=O)(=O)Nc2ccccn2)cc1,-14,4,2,-2.4,-1,-3,-5,-1.1,7,-15
COc1ccc(CN(C(=O)/C=C/c2ccccc2Cl)C2CCS(=O)(=O)C2)cc1 (centres undefined),-4,.,-2,-0.6,-6,-3,-3,-0.3,2,.
O=C(Nc1cc2c3c(c1)CC(=O)N3CCC2)c1ccc(F)cc1,2,2,2,1.1,-20,-2,5,-5.0,-2,-55

# (more compounds)
SMILES,PKA-R2B activ,CAL PDZ FP-1,DAGLB inh,LANA DNA inh,Cardiac RTF inh,Keap1 Nrf2 FP,Rtt109 Vps75,CAL PDZ FP-2,cardiac RTF act,SR-BI uptake up
Cc1c[nH]c2cccc(OCC(O)CNC(C)(C)C)c12 (centres undefined),-3,4,4,-4.0,-7,3,-1,.,2,17
CCc1ccc(NC(=O)CC2C(=O)N(c3cccc(OC)c3)C(=O)N2CCOC)cc1 (centres undefined),-4,1,1,-1.2,-2,-5,-3,-0.7,1,310*
CCn1c(SCC(=O)N(C)C)nc2cc(S(=O)(=O)N3CCOCC3)ccc21,-13,.,-3,1.4,-13,-4,-2,-0.3,9,-2
CC(C)N(C(=O)Cn1c(SCC(=O)Nc2nccs2)nc2ccccc21)C(C)C,-4,.,0,-0.1,1,1,-5,-0.1,12,11
COc1ccc(C2CC(=O)Nc3cc(OC)c(OC)cc32)cc1Br (centres undefined),5,1,0,.,6,0,9,.,-10,35
CC(C)Cc1nnc(NC(=O)c2cccc(S(=O)(=O)N3CCOCC3)c2)s1,9,-8,-2,-2.2,5,-1,0,-0.7,-1,-57
Nc1c(-c2ccccn2)cnn1-c1nc(-c2ccc(F)cc2)cs1,-8,2,-18,-0.1,-1,-3,8,-0.8,-3,-66
COc1ccc(N2CCN(C(=O)CCN3C(=O)c4ccccc4S3(=O)=O)CC2)cc1,-11,.,-1,-1.7,5,-2,-2,-0.9,0,-5
CCN(CC)CCN(C(=O)c1ccc(Br)s1)c1nc2cc3c(cc2s1)OCO3,-13,-1,1,0.2,2,-3,3,0.4,-3,-22
O=C(NC1CCCCC1)C(c1ccccc1F)N(C(=O)c1csnn1)C1CCCC1 (centres undefined),-3,-2,-1,-0.2,7,-2,0,-2.2,-2,.
CSc1nc(N)nc(N(C)C)n1,0,.,-1,0.8,-11,-1,7,-0.8,1,-4
O=C(Nc1ccc(Cn2cccn2)cc1)c1ccc(COc2ccc(Br)cc2)cc1,11,-5,0,1.8,-1,-3,10,.,1,-29
CN(C)S(=O)(=O)c1ccc(Cl)c(NC(=O)CN2CCN(c3ccccn3)CC2)c1,5,-5,-2,-1.3,-2,4,3,.,-3,-7
CC1=[N+]([O-])C(C)(C)N(O)C1(C)C,-4,.,-1,1.9,-4,-1,4,-1.1,-6,21
CCOC(=O)N1CCN(C(=O)C2CCCN(c3nc4ccc(OCC)cc4s3)C2)CC1 (centres undefined),-8,.,-2,1.3,-4,-3,12,0.5,-1,-32
CC(=O)Nc1sc2c(c1C(N)=O)CCCC2,-15,0,2,0.0,-15,-3,3,-1.3,10,16
Cc1cccc2sc(NS(C)(=O)=O)nc12,3,0,1,1.2,-10,-3,3,0.0,-4,15
Oc1ccc(N2CCN(Cc3cc4c(cc3Br)OCCO4)CC2)cc1,-7,-4,3,0.8,2,-3,14,-2.7,-1,.
O=C(CSc1c2c(nc3ccccc13)CCC2)N1CCCC1,1,-4,-1,1.7,-4,-30,.,-2.0,3,-5
COc1ccc(NC(=O)CSc2ccc3nnc(-c4ccccn4)n3n2)c(OC)c1,-2,-6,0,0.3,-6,1,4,-0.7,-2,3
CCn1c(SCc2ccccc2)nc2cc(OC)c(OC)cc2c1=O,1,-2,-9,-0.2,-3,-3,.,-0.1,5,-60
O=C(COC(=O)c1cc(S(=O)(=O)N2CCCC2)ccc1O)NCc1ccccc1,-5,-6,2,0.5,-2,-6,0,-2.9,5,6
Cc1cccc(NC(=O)c2nc[nH]c2C(=O)NCCN(CCNC(=O)c2[nH]cnc2C(=O)Nc2cccc(C)c2)CCNC(=O)c2[nH]cnc2C(=O)Nc2cccc(C)c2)c1,0,-1,-4,0.7,3,7,-5,-0.8,-1,5
CN(CC1CCCN(CCc2ccc(Cl)cc2)C1)C(=O)C(=O)c1ccco1 (centres undefined),-3,.,0,-0.7,1,-1,0,-0.3,-3,23
C/C(CC(=O)N1CCN(C=O)CC1)=N\NC(=O)c1ccc([N+](=O)[O-])cc1,-14,4,-2,0.5,1,-1,5,-0.3,-5,29

# Some of the entries so far, with values ahead of the structure:
PKA-R2B activ | CAL PDZ FP-1 | DAGLB inh | LANA DNA inh | Cardiac RTF inh | Keap1 Nrf2 FP | Rtt109 Vps75 | CAL PDZ FP-2 | cardiac RTF act | SR-BI uptake up | SMILES
-4 | 1 | 1 | -1.2 | -2 | -5 | -3 | -0.7 | 1 | 310* | CCc1ccc(NC(=O)CC2C(=O)N(c3cccc(OC)c3)C(=O)N2CCOC)cc1 (centres undefined)
-14 | 4 | -2 | 0.5 | 1 | -1 | 5 | -0.3 | -5 | 29 | C/C(CC(=O)N1CCN(C=O)CC1)=N\NC(=O)c1ccc([N+](=O)[O-])cc1
-5 | -6 | 2 | 0.5 | -2 | -6 | 0 | -2.9 | 5 | 6 | O=C(COC(=O)c1cc(S(=O)(=O)N2CCCC2)ccc1O)NCc1ccccc1

# The list goes on.
SMILES,PKA-R2B activ,CAL PDZ FP-1,DAGLB inh,LANA DNA inh,Cardiac RTF inh,Keap1 Nrf2 FP,Rtt109 Vps75,CAL PDZ FP-2,cardiac RTF act,SR-BI uptake up
Oc1ccc(/C=N/Nc2ccc(C(F)(F)F)cn2)cc1,-2,-1,2,-2.0,2,-4,-5,-0.3,-2,-41
Oc1ccc2ccccc2c1/C=N/c1nccs1,1,.,2,0.5,-3,3,-4,-1.1,6,-13
Cc1ccccc1C(=O)Nc1cccc(NC(=O)c2ccc(-c3ccc(Br)cc3)o2)c1,-13,0,-8,1.0,8,-5,-1,0.1,-2,-63
COc1ccc(NCC(=O)N2CCCC2)cc1Cl,6,-5,1,-1.2,11,-1,-3,-2.5,-3,0
Cn1c(SCC(=O)N2CCc3ccccc32)nnc1-c1ccc(S(=O)(=O)N2CCCC2)cc1,-8,-1,0,2.3,-25,-7,-18,-9.6,9,-39
CC1CCN(CC(=O)Nc2cccc(Cl)c2)CC1,-2,-5,-2,0.7,0,-4,-8,0.4,6,13
CSc1cc(N2CCOCC2)nc(-c2ccccc2Cl)n1,3,12,-4,3.1,9,1,2,-0.8,-2,20
COc1ccc(/C=N\NC(=O)c2ccccc2OC)cc1COc1ccccc1C,-8,-1,0,1.8,0,2,7,-4.5,-4,-34
CCCC(C)C(=O)Nc1ccncc1 (centres undefined),-3,-2,-2,-1.0,6,-2,4,-0.6,1,21
